G9a block: qHTS Assay for Inhibitors of Histone Lysine Methyltransferase G9a; Histone-lysine N-methyltransferase EHMT2 (Homo sapiens), Q96KQ7; G9a H3K9 monomethylation, AlphaScreen, 2 h; Potency, µM (top dose mostly 102 µM), for the others: top-dose activity, negative = inhibition, actives largely listed as inhibitors; 350,000 tested, 8.8% active; further: potency means the concentration at half of the fitted maximal effect; on the % scale 0 is the no-effect control and ±100 the full control effect; nearly all actives have a fitted effect of over 75% in size
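Signal arises when biotinylated H3K9 peptide, once monomethylated, bridges streptavidin donor and antibody-captured acceptor beads. Enzyme at 20 nM was preincubated 15 min with test compounds; peptide 500 nM and SAM 20 uM then reacted for 2 h.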
GLS inhibitor: qHTS for Inhibitors of Glutaminase (GLS). Potency, µM (series often up to 45.5 µM), without a hit: at the highest dose activity change, negative = inhibition, usual class: inhibitors. Glutaminase kidney isoform, mitochondrial (Homo sapiens), O94925. 410,000 tested, 0.21% active. GLS enzymatic activity, qHTS titration. AID 624170, 2012; further: potency means the concentration at half of the fitted maximal effect; on the % scale 0 is the no-effect control and ±100 the full control effect
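Read-out is an Amplex red fluorescence increase coupled through glutamate oxidase and HRP, measured before and after 30 min room-temperature incubation. hKGA is in 45 mM KH2PO4 (pH 8.2) with 0.02% Tween-20; glutamine added as 1mM solution.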
JMJD2A Tudor inh: qHTS Assay for Inhibitors of JMJD2A-Tudor Domain; Potency, µM (titrated, usually from 114 µM), for the others: at the top dose activity change, negative = inhibition, most hits filed as inhibitors; AlphaScreen JMJD2A-Tudor / H3K4me3 peptide binding; 390,000 tested, 4.4% active; AID 504339, 2011; further: potency means the concentration at half of the fitted maximal effect; on the % scale 0 is the no-effect control and ±100 the full control effect; nearly all actives have a fitted effect of over 50% in size
BAZ2B inh: qHTS Assay for Inhibitors of BAZ2B; 360,000 tested, 4.4% active; Bromodomain adjacent to zinc finger domain protein 2B (Homo sapiens), Q9UIF8; AlphaScreen BAZ2B-H3K14Ac peptide displacement; Potency, µM (doses to about 114 µM), inactives show at the highest dose activity change, negative = inhibition, actives largely listed as inhibitors; further: potency means the concentration at half of the fitted maximal effect; on the % scale 0 is the no-effect control and ±100 the full control effect; nearly all actives have a fitted effect of over 60% in size
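AlphaScreen displacement: compounds (up to 110uM) incubated 30 min at room temperature with a preformed 50 nM BAZ2B/50 nM biotinylated H3K14Ac peptide complex in PBS pH 7.4 with Tween-20. Donor and acceptor beads at 10 ug/mL final added, 20 min light-protected before reading.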
Pin1 inh: qHTS Assay to Find Inhibitors of Pin1; 390,000 tested, 0.009% active; Pin1 FP peptide displacement, HiFluor488, 10 min; AID 504891, 2011; Potency, µM (titrated, usually from 115 µM), for inactives: at the top dose activity, negative = inhibition, usual class: inhibitors; Peptidyl-prolyl cis-trans isomerase NIMA-interacting 1 (Homo sapiens), Q13526; active means well fitted inhibition curve with a large enough effect in the polarisation, with a control signal flat, not every such curve was filed as active; inconclusive means small, poorly fitted or top-dose-only effect, or effect the other way, or a change in a side signal; inactive means no such curve, though single readings can be large or run the other way; the % refers to the polarisation; further: potency means the concentration at half of the fitted maximal effect; on the % scale 0 is the no-effect control and ±100 the full control effect
Target sequence (Q13526 whole entry, looked up): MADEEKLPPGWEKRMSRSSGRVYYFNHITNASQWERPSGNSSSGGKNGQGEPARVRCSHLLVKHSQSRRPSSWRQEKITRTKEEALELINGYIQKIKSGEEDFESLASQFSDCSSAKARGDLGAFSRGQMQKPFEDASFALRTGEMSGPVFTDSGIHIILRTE
PI4K2A block: qHTS for small molecular inhibitors of PI4K2A; purified PI4K2A, ADP-Glo luminescence, 1 h; active compounds read low; 420,000 tested, 0.13% active; activity change, negative = inhibition, % at 76.9 µM; Phosphatidylinositol 4-kinase type 2-alpha (Homo sapiens), Q9BTU6; in the data active means activity change below about -50%; inconclusive means mostly about -30% to -49%;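 further: -100% = wells without enzyme as full effect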
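PI4K2A activity was measured by ADP-Glo luminescence: enzyme (4 ug/mL stock) and phosphatidylinositol (1.2 mM stock) in Tris pH 7.5/MgCl2/EGTA/Triton X-100 buffer were reacted with ATP (300 microM stock) for one hour at ambient temperature.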
Pol eta inh: qHTS for Inhibitors of Polymerase Eta. DNA polymerase eta (Homo sapiens), Q9Y253. recombinant Pol eta, fluorescent DNA replication assay. Potency, µM (highest dose often 114 µM), inactives show at the highest dose activity change, negative = inhibition, usual class: inhibitors. 390,000 tested, 1.2% active; further: potency means the concentration at half of the fitted maximal effect; on the % scale 0 is the no-effect control and ±100 the full control effect
Target sequence (Q9Y253 whole entry, looked up): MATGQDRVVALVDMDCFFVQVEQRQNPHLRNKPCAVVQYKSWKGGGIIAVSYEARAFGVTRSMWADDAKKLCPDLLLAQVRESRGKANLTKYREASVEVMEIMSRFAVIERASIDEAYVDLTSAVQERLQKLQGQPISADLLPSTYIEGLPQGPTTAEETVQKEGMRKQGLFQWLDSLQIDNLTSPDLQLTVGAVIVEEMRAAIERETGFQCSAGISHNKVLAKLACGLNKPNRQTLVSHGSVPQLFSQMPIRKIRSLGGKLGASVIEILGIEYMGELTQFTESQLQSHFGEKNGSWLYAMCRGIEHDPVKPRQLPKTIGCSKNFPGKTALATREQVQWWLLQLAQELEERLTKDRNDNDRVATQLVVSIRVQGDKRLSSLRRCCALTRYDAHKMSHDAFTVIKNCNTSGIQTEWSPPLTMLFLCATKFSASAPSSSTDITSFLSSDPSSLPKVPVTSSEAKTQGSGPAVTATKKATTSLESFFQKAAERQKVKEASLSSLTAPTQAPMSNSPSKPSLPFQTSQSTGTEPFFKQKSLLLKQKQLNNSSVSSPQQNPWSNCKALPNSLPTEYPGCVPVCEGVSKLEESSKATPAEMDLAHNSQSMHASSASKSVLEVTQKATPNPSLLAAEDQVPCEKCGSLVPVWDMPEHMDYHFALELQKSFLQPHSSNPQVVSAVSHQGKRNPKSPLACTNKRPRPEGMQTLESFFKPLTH
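Pol eta at 10 nM preincubated with compounds 15 min at room temperature; reaction started with fluorescent substrate (50 nM final) and read kinetically at 0 and 10 min.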
PGK inhibitor: qHTS Assay to Find Inhibitors of Phosphoglycerate Kinase. Phosphoglycerate kinase, glycosomal (Trypanosoma brucei brucei), P07378. PGK/GAPDH coupled, Kinase-Glo luminescence, 60 min. Potency, µM (titrated, usually from 57.5 µM), inactives show top-dose activity change, negative = inhibition, hits mostly inhibitors. 380,000 tested, 0.043% active. AID 602233, 2012; further: potency means the concentration at half of the fitted maximal effect; on the % scale 0 is the no-effect control and ±100 the full control effect; nearly all actives have a fitted effect of over 60% in size
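Recombinant glycosomal PGK reaction used 1,3-bisphosphoglycerate generated in-well by GAPDH (100nM final) in 100mM TEA pH 7.6, 5mM MgCl2, 0.01% Tween-20. After 60 minutes at room temperature, ATP was read by Kinase-Glo Plus luminescence end-point.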
HP1b chromo inh: HTS for Inhibitors of HP1-beta Chromodomain Interactions with Methylated Histone Tails; Potency, µM (doses to about 114 µM), without a hit: top-dose activity change, negative = inhibition, usual class: inhibitors; Chromobox protein homolog 1 (Homo sapiens), P83916; AlphaScreen HP1-beta / biotin-H3K9me3 peptide binding; 390,000 tested, 0.56% active; AID 540317, 2011; further: potency means the concentration at half of the fitted maximal effect; nearly all actives have a fitted effect of over 70% in size; inactives centre near 23
Target sequence (P83916 whole entry, looked up): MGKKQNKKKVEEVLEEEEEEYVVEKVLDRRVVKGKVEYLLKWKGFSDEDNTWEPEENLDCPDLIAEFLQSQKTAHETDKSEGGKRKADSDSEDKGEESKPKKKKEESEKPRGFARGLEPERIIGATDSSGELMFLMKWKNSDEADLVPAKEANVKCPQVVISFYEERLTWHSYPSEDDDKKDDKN
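Compound inhibition of the preformed complex between 50 nM HP1-beta and 50 nM biotinylated H3K9me3 peptide was read by AlphaScreen. Buffer was PBS pH 7.4 with 0.01% Tween-20. Incubations ran 30 min at room temperature, with 10 ug/mL donor/acceptor beads.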
An asterisk follows results filed as active; [ ] = remark or other dose. Unless noted, the call rests on the fitted dose curve; in most records, active means well fitted curve in the direction sought with a large enough effect; inconclusive means small, poorly fitted or top-dose-only effect, or another doubt; inactive means no such curve, though single readings can be large; an effect the other way counts as inactive or inconclusive. Some of the compounds tested (hit frequency here may not be typical).

For Cc1ccc(-n2c(SCc3nnc4n3CCC4)nnc2-c2ccccc2)cc1 the results were G9a block -37%, GLS inhibitor -3%, JMJD2A Tudor inh -4%, BAZ2B inh 5%, Pin1 inh 0%, PI4K2A block 1, Pol eta inh -10%, PGK inhibitor -3% and HP1b chromo inh 30%.
For COC(=O)c1ccccc1NS(=O)(=O)c1ccc2c(c1)oc(=O)n2C the results were G9a block 6%[0.501 µM], GLS inhibitor -1%, JMJD2A Tudor inh -15%, BAZ2B inh -18%, Pin1 inh -2%, PI4K2A block -1, Pol eta inh -4%, PGK inhibitor inactive and HP1b chromo inh 34%.
Screening CC(C)(C)c1ccc(C(=O)Nc2nnc(C3=COCCO3)o2)cc1 returned G9a block -1%, GLS inhibitor 9%, JMJD2A Tudor inh -12%, BAZ2B inh inconclusive, Pin1 inh -1%, PI4K2A block 0, Pol eta inh inconclusive, PGK inhibitor -6% and HP1b chromo inh 17%.
For Nc1c(C(=O)N/N=C/c2cccnc2)oc2nc(-c3ccco3)cc(-c3ccco3)c12 the results were GLS inhibitor -9%, JMJD2A Tudor inh -24%, BAZ2B inh -39%, Pin1 inh inconclusive, PI4K2A block -9, Pol eta inh -3%, PGK inhibitor -1% and HP1b chromo inh 13%.
Screening CC1(C)CC(=O)C(C(c2ccc(F)cc2)C2C(=O)CC(C)(C)CC2=O)C(=O)C1 returned G9a block inconclusive, GLS inhibitor -1%, JMJD2A Tudor inh -2%, BAZ2B inh 2%, Pin1 inh -4%, PI4K2A block -2, Pol eta inh -13%, PGK inhibitor inactive and HP1b chromo inh 52%[activator].
`O=C(c1ccco1)N1CCN(C(=O)c2ccccc2OCc2ccc(Cl)cc2)CC1` gave G9a block 1%, GLS inhibitor 5%, JMJD2A Tudor inh -14%, BAZ2B inh 2%, Pin1 inh -1%, PI4K2A block -6, Pol eta inh -11%, PGK inhibitor 10% and HP1b chromo inh 16%.
`O=S(=O)(Nc1nnc(C2CC2)s1)c1ccccc1` gave G9a block 50µM*, GLS inhibitor 0%, JMJD2A Tudor inh -2%, BAZ2B inh -13%, Pin1 inh 6%, PI4K2A block 0, Pol eta inh -8% and HP1b chromo inh 48%[activator].
CCN(CC(=O)Nc1c(F)cccc1F)C(=O)/C=C/c1ccc(Br)s1 was read as G9a block -2%, GLS inhibitor -1%, JMJD2A Tudor inh -12%, BAZ2B inh 11%, Pin1 inh -3%, PI4K2A block 2, Pol eta inh -2%, PGK inhibitor 12% and HP1b chromo inh 26%.
For CN1CCN(NC(=O)CN(C)S(=O)(=O)c2cc(Cl)ccc2Cl)CC1 the results were G9a block -51%, GLS inhibitor inconclusive, JMJD2A Tudor inh -10%, BAZ2B inh -9%, Pin1 inh -7%, PI4K2A block 0, Pol eta inh -12%, PGK inhibitor -1% and HP1b chromo inh 22%.
`O=C(CNC(=O)c1ccco1)OCC(=O)c1ccc([N+](=O)[O-])cc1` gave G9a block 25µM*, GLS inhibitor -9%, JMJD2A Tudor inh -32%, BAZ2B inh 3%, Pin1 inh -3%, PI4K2A block 0, Pol eta inh -14%, PGK inhibitor -7% and HP1b chromo inh 9%.
COc1ccc(NC(=O)CSc2nc(-c3ccc(F)cc3)c3cccc(C)c3n2)cc1 was read as G9a block -22%[59 µM], GLS inhibitor -12%, JMJD2A Tudor inh -23%, BAZ2B inh 1%, Pin1 inh -4%, PI4K2A block -7, Pol eta inh -2%, PGK inhibitor inactive and HP1b chromo inh -1%.
Cc1ccc(C(=O)Cn2c3[n+](c4ccccc42)CC(O)CS3)cc1 (stereo not given) was read as G9a block 0%, GLS inhibitor 4%, JMJD2A Tudor inh -17%, BAZ2B inh -16%, Pin1 inh -2%, PI4K2A block 0, Pol eta inh -17%, PGK inhibitor inactive and HP1b chromo inh 37%.

Next section (2 carried over from the part before).
COc1ccc(NC(=O)CSc2nc(-c3ccc(F)cc3)c3cccc(C)c3n2)cc1 was read as G9a block -22%[59 µM], GLS inhibitor -12%, JMJD2A Tudor inh -23%, BAZ2B inh 1%, Pin1 inh -4%, PI4K2A block -7, Pol eta inh -2%, PGK inhibitor inactive and HP1b chromo inh -1%.
Cc1ccc(C(=O)Cn2c3[n+](c4ccccc42)CC(O)CS3)cc1 (stereo not given) was read as G9a block 0%, GLS inhibitor 4%, JMJD2A Tudor inh -17%, BAZ2B inh -16%, Pin1 inh -2%, PI4K2A block 0, Pol eta inh -17%, PGK inhibitor inactive and HP1b chromo inh 37%.
`Cc1cccc(N2CCN(C(=O)c3cc(S(=O)(=O)N4CCOCC4)cn3C)CC2)c1C` gave G9a block -1%, GLS inhibitor 1%, JMJD2A Tudor inh -18%, BAZ2B inh inconclusive, Pin1 inh 0%, PI4K2A block -9, Pol eta inh -7%, PGK inhibitor -7% and HP1b chromo inh 1%.
For C/C(=N\NC(=O)c1cc(C)nc2ccccc12)c1cccs1 the results were G9a block -4%, GLS inhibitor 6%, JMJD2A Tudor inh -12%, BAZ2B inh -3%, Pin1 inh -14%, PI4K2A block 1, Pol eta inh -5%, PGK inhibitor 0% and HP1b chromo inh 25%.
Screening CCOc1ccc(NC(=O)CN(C)C(=O)Cc2n[nH]c(=O)c3ccccc23)cc1OCC returned G9a block -9%[2.33 µM], GLS inhibitor -1%, JMJD2A Tudor inh -4%, BAZ2B inh 7%, Pin1 inh 0%, PI4K2A block 0, Pol eta inh -8%, PGK inhibitor 7% and HP1b chromo inh 32%.
`O=[N+]([O-])c1cnn2cc(Br)cnc12` gave G9a block 25%, GLS inhibitor -1%, JMJD2A Tudor inh -14%, BAZ2B inh -11%, Pin1 inh 1%, PI4K2A block 4, Pol eta inh -1%, PGK inhibitor -1% and HP1b chromo inh 17%.
For CC(C)c1ccc(CN2CCC(Oc3ccc(C(=O)N4CCCC4)cc3)CC2)cc1 the results were GLS inhibitor 0%, JMJD2A Tudor inh -7%, BAZ2B inh -6%, Pin1 inh -2%, PI4K2A block 2, Pol eta inh -21%, PGK inhibitor 0% and HP1b chromo inh 24%.
O=C(NCC(c1ccco1)N1CCCC1)c1cc2cc(Cl)ccc2o1 (stereo not given) was read as G9a block 7%[12.7 µM], GLS inhibitor 23%, JMJD2A Tudor inh -33%, BAZ2B inh -27%, Pin1 inh 6%, PI4K2A block -1, Pol eta inh -19%, PGK inhibitor inactive and HP1b chromo inh -10%.
For CC(=O)c1cccc(NC(=O)c2sc(-n3nc(C)c(Cc4ccc5c(c4)OCO5)c3C)nc2C)c1 the results were G9a block -8%[59 µM], GLS inhibitor 4%, JMJD2A Tudor inh -11%, BAZ2B inh -34%, Pin1 inh 0%, PI4K2A block 3, Pol eta inh -15%, PGK inhibitor -2% and HP1b chromo inh 39%[activator].
CC1C/C(=N\NC(=S)NC(C)C)CC(C)(C)C1 (stereo not given) was read as G9a block 18%[59 µM], GLS inhibitor 18%, JMJD2A Tudor inh -29%, BAZ2B inh inconclusive, Pin1 inh 4%, PI4K2A block 2, Pol eta inh -6%, PGK inhibitor -5% and HP1b chromo inh 8%.
For Nc1c2nc(-c3ccccc3Cl)[nH]c(=O)c2nc(=O)n1-c1ccccc1 the results were G9a block 8%[59 µM], GLS inhibitor 0%, JMJD2A Tudor inh -25%, BAZ2B inh inconclusive, Pin1 inh -3%, PI4K2A block 1, Pol eta inh -13%, PGK inhibitor -3% and HP1b chromo inh 7%.
CCN(CC(=O)NCc1ccco1)S(=O)(=O)c1ccc(F)cc1 was read as G9a block 21%, GLS inhibitor 0%, JMJD2A Tudor inh -14%, BAZ2B inh 0%, Pin1 inh -8%, PI4K2A block -1, Pol eta inh 10%, PGK inhibitor -3% and HP1b chromo inh 5%.
`COCCOC(=O)C1=C(C)OC(N)=C(C#N)C1c1cc2cccc(C)c2nc1Cl` (stereo not given) gave GLS inhibitor inconclusive, JMJD2A Tudor inh -23%, BAZ2B inh 50µM*, Pin1 inh 3%, PI4K2A block -6, Pol eta inh -8%, PGK inhibitor -5% and HP1b chromo inh 9%.
For Cc1ccc(Cl)cc1N1CCN(C(=O)c2ccc3c(c2)N(Cc2ccccc2F)C(=O)c2ccccc2S3(=O)=O)CC1 the results were G9a block -22%[59 µM], GLS inhibitor -10%, JMJD2A Tudor inh -10%, BAZ2B inh -22%, Pin1 inh 0%, PI4K2A block 0, Pol eta inh -17%, PGK inhibitor -10% and HP1b chromo inh 29%.
CC(C)NC(=O)CC(=O)N/N=C/c1ccc(Br)cc1 was read as G9a block 12%, GLS inhibitor 0%, JMJD2A Tudor inh -7%, BAZ2B inh -26%, Pin1 inh 7%, PI4K2A block -3, Pol eta inh -5%, PGK inhibitor -5% and HP1b chromo inh 10%.

Compound activity from PubChem.
